CHRM5 agonist – agonists of human muscarinic M5 receptor (CHRM5) | P08912 | CHO-K1 hM5 cells, Fluo-8 calcium fluorescence; 0% DMSO wells, 100% maximal acetylcholine response | activation, % at 3 µM | 360,000 tested, 0.19% active | AID 624037;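 active = activation above the run's mean over test compounds plus 3 SD, cut at about 23% in these data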;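 note: signal is peak over basal fluorescence ratio across the kinetic read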
Target sequence (P08912 whole entry, looked up): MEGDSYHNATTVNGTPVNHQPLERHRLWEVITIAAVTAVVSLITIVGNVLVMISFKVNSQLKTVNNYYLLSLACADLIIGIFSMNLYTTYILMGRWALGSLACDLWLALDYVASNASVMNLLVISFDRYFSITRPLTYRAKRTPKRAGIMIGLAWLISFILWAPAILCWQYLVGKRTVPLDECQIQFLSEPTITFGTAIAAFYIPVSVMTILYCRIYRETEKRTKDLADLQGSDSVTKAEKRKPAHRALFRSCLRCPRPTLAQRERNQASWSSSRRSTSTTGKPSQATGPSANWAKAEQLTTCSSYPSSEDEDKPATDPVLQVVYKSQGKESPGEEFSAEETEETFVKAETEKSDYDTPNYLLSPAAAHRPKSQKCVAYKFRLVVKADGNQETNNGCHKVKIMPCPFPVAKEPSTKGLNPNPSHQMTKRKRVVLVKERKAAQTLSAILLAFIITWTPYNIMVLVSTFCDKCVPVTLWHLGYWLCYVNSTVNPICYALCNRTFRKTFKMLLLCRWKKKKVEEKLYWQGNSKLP
M1 PAM parental – M1 PAM counterscreen hit in parental CHO-K1 cells | ATP EC20, Fluo-8 calcium fluorescence; 0% at ATP EC20, 100% at ATP max | activation, % at 3 µM | 360,000 tested, 0.02% active;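 active = activation above the run cutoff, the mean activation of all test compounds plus 3 SD, cut at about 40% in these data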;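 note: peak over basal fluorescence ratio in a 140 s read after ATP addition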
CHRM5 antagonist – blocks acetylcholine activation of human M5 receptor. P08912. CHO-hM5 cells, Fluo-8 calcium fluorescence, ACh EC80. inhibition, % at 3 µM. 360,000 tested, 0.59% active;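 active = inhibition above a per-plate cutoff, the mean of that plate's test compounds plus 3 SD, cut at about 27% in these data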;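 note: 0% = acetylcholine EC80 with DMSO and 100% = DMSO without agonist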
M4 antag – CHRM4 antagonism in calcium assay; P08173; CHO-hM4 cells, ACh EC80, Fluo-8 calcium fluorescence; inhibition, % at 3 µM; 360,000 tested, 0.73% active; AID 624125;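 active = inhibition above its plate's cutoff, the mean inhibition of sample wells plus 3 SD, cut at about 27% in these data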;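 note: 0% = acetylcholine EC80 with DMSO and 100% = DMSO without agonist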
Target sequence (P08173 whole entry, looked up): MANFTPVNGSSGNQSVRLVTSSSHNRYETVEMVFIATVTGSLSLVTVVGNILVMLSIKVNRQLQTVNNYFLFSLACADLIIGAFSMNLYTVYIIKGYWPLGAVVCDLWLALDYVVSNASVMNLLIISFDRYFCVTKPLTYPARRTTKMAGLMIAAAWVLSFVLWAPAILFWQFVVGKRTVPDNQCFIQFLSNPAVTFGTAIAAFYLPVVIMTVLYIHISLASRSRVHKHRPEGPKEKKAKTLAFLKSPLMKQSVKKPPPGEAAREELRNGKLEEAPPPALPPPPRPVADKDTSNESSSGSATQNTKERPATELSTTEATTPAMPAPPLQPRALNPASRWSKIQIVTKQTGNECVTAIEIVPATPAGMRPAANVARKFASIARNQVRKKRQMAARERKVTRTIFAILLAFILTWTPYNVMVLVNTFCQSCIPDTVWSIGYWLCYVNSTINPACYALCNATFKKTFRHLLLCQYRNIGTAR
CHRM5 PAM – positive allosteric modulators of human muscarinic M5 receptor. CHO-K1 hM5, Fluo-8 calcium, ACh EC20 PAM; 0% = ACh EC20, 100% = ACh EC100. 360,000 tested, 0.3% active. activation, % at 3 µM. AID 624038;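 active = activation above the run cutoff, the mean activation of all test compounds plus 3 SD, cut at about 18% in these data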
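Assay system: CHO-K1 hM5 cells / Incubation: Fluo-8 loading 80 min at 37 °C plus 30 min room temperature / Technique: Fluo-8 calcium dye fluorescence, kinetic read / Repeats: single replicate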
CHO-K1 Ca antag – nonselective inhibitor or artifact in parental CHO-K1 cells | 360,000 tested, 0.6% active | ATP-induced calcium, Fluo-8 fluorescence | inhibition, % at 3 µM;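 active = inhibition above a per-plate cutoff, the plate's mean sample inhibition plus 3 SD, cut at about 24% in these data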;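 note: 0% = DMSO plus EC80 ATP and 100% = DMSO alone without ATP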
CHRM4 PAM – potentiates acetylcholine response at human M4 receptor; CHO-K1 hM4/Gqi5, Fluo-8 calcium fluorescence, ACh EC20; 0% = ACh EC20, 100% = maximal ACh; activation, % at 3 µM; 360,000 tested, 0.4% active;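 active = activation above its plate's cutoff, the mean activation of sample wells plus 3 SD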; note: some results filed as inactive read as strong as hits
CHRM4 agonist – agonists of human muscarinic M4 receptor (CHRM4); CHO-K1 hM4/Gqi5, Fluo-8 calcium fluorescence; vehicle 0%, full acetylcholine response 100%; 360,000 tested, 0.14% active; activation, % at 3 µM;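 active = activation above the run mean over all test wells plus 3 SD, cut at about 32% in these data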;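 note: peak over basal fluorescence ratio per well then scaled between controls; 0% = DMSO wells and 100% = acetylcholine at EC100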
CHO-K1 Ca ag – nonselective activator or artifact in parental CHO-K1 cells | Fluo-8 calcium fluorescence; scaled to maximal ATP response, vehicle zero | activation, % at 3 µM | 360,000 tested, 0.48% active | AID 602248; in the data active = activation above about 15%;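 note: untransfected CHO-K1 host cells lacking M1 receptor as counterscreen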
Numbers without * were called inactive. This is a random part of the collection; 2.7% or so of the library scored in one or more.

SMILES	CHRM5 agonist	M1 PAM parental	CHRM5 antagonist	M4 antag	CHRM5 PAM	CHO-K1 Ca antag	CHRM4 PAM	CHRM4 agonist	CHO-K1 Ca ag
COc1ccc(S(=O)(=O)c2nnn(-c3cccc(OC)c3)c2N)cc1	8	-6	9	-1	-5	-13	-4	6	6.1
C=CCNC(=O)C(C#N)c1nc2ccccc2nc1N1CCCCCC1 (stereo unspecified)	1	6	0	4	4	3	-7	5	1.1
COc1cc(/C=N/n2cnnc2)ccc1OC(=O)c1ccco1	0	7	5	2	1	-6	-6	1	0.5
COc1cccc(CNC(=O)c2csc3c2CCCC3)c1	-6	-11	14	-6	-12	11	7	2	0.1
CCN1CCCC1CNC(=O)c1cc(NC(C)=O)c(N(C)C)cc1OC (stereo unspecified)	0	16	0	1	0	-2	-1	0	0.9
O=C(Cc1cccc(NC(=O)C2CCCN(C(=O)CCc3ccccc3)C2)c1)Nc1cccc(C(=O)N2CCOCC2)c1 (stereo unspecified)	0	25	-10	-8	1	-7	4	0	0.2
Cc1cc(SCC(=O)c2ccccc2)nc(SCC(=O)c2ccccc2)n1	0	1	17	-2	-16	0	-11	5	2.2
Cc1c(C(=O)NCCc2ccc(S(N)(=O)=O)cc2)cccc1[N+](=O)[O-]	-7	21	-23	-8	0	-4	0	2	-0.1
COc1ccc(C(C#N)=C2C=CC(=NO)C(C)=C2Cl)cc1	6	16	7	5	-11	-9	-4	5	7.1
Fc1ccc(CNC(=S)Nc2ccc(Cl)cc2)cc1	2	5	31*	5	-23	14	-13	12	8.1
COc1cc(C2C(C#N)=C(N)N(c3sc4c(c3C#N)CCCC4)C3=C2C(=O)CC(C)(C)C3)cc(OC)c1OC (stereo unspecified)	-5	18	4	8	8	-10	1	0	0.6
O=C(O)c1cc(C(=O)O)c(-c2ccccc2)c(C(=O)O)c1	3	25	-2	7	3	-12	23	1	0.0
CC(C)COc1ccc(C(=O)OCC(=O)NCc2cccs2)cc1	2	17	1	-3	-5	-25	1	7	6.3
O=C(CSCc1ccc(F)cc1)Nc1ccc(N2CCOCC2)cc1N1CCOCC1	2	7	-7	-16	0	-18	12	0	-0.1
CS(=O)(=O)n1nc(-c2cccnc2)nc1NCc1ccccc1	-1	-11	-11	-2	9	-2	-7	1	0.4
NC(=O)C1CCN(C(=O)CNC(=O)c2ccccc2)CC1	2	-14	3	6	3	3	-6	0	-0.3
Cc1cccc(CCNC(=O)C2CCC(CNc3c(N4CCCC4)c(=O)c3=O)CC2)c1 (stereo unspecified)	1	4	6	-3	2	15	6	0	-0.2
CCN(CC(=O)Nc1ccc(NC(C)=O)cc1)C(=O)Cc1cccc2ccccc12	-6	7	1	-5	-5	-3	-1	2	1.0
CCOC(=O)C1CCN(S(=O)(=O)c2ccc3c(c2)CC(C)N3C(=O)C2CC2)CC1 (stereo unspecified)	2	12	-5	-14	-7	-17	-3	8	8.9
CC(=O)Oc1ccc(C(=O)Nc2cccc(C(=O)c3ccc(C)c(C)c3)c2)cc1	0	9	16	7	-7	1	-7	7	5.0

Next part; it opens with the two that closed the last part.
SMILES	CHRM5 agonist	M1 PAM parental	CHRM5 antagonist	M4 antag	CHRM5 PAM	CHO-K1 Ca antag	CHRM4 PAM	CHRM4 agonist	CHO-K1 Ca ag
CCOC(=O)C1CCN(S(=O)(=O)c2ccc3c(c2)CC(C)N3C(=O)C2CC2)CC1 (stereo unspecified)	2	12	-5	-14	-7	-17	-3	8	8.9
CC(=O)Oc1ccc(C(=O)Nc2cccc(C(=O)c3ccc(C)c(C)c3)c2)cc1	0	9	16	7	-7	1	-7	7	5.0
O=C(O)CCS(=O)(=O)c1nc(-c2cccs2)cc(C(F)(F)F)n1	3	8	-1	2	3	-11	5	0	0.4
Cc1nc2ccccc2n1CCC(=O)O	2	-5	-2	6	9	11	4	0	-0.3
O=C(N/N=C\c1ccccn1)C1c2ccccc2Oc2ccccc21	-3	2	9	0	-10	-15	-2	1	0.8
Cc1cccc(/C(N)=N/OC(=O)N2c3ccccc3Sc3ccccc32)c1	-7	9	-3	2	3	-2	-8	0	-0.2
Cc1cn([C@H]2C[C@H](O)[C@@H](/C=C/C(=O)NCc3cccc4ccccc34)O2)c(=O)[nH]c1=O	1	15	6	-7	2	-12	8	0	0.4
CCc1ccc(NC(=S)N(Cc2ccccc2)Cc2ccccn2)cc1	-5	22	13	-5	0	-16	-3	0	0.5
CCCCn1c(N)c(Sc2ccccc2[N+](=O)[O-])c(=O)[nH]c1=O	-2	-11	-18	-21	10	-1	8	2	1.1
COc1ccc(NC(=O)CCN2CCN(S(=O)(=O)c3ccc(C(C)C)cc3)CC2)cc1	6	21	-7	-21	-5	-38	7	8	18*
Cc1cccc(S(=O)(=O)NC(=O)C2(C)CCN2C(=O)C2(c3ccc(Cl)cc3)CCC2)c1 (stereo unspecified)	2	20	4	-4	2	-6	2	0	0.6
Cc1ccc(NC(=O)CCC(=O)NNC(=O)COc2ccc([N+](=O)[O-])cc2)cc1C	1	-9	-2	-6	6	-13	18*	2	0.8
CCOc1cc(S(=O)(=O)NCCc2ccccc2C)c(OCC)cc1-n1cnnn1	8	19	-5	3	2	-20	1	5	1.2
O=S(Cc1ccccc1)CC(O)(c1ccccc1)c1ccccc1 (stereo unspecified)	-4	12	10	2	-8	-5	1	3	0.8
O=C(NCC(=O)N(Cc1ccco1)C(C(=O)NC1CCCCC1)c1ccncc1)c1cccs1 (stereo unspecified)	-3	-8	6	-2	-2	-3	5	1	0.1
Cc1ccc(C(=O)N2CCN(c3ccccc3)CC2)cc1NC(=O)c1ccco1	0	-5	6	-6	-5	-1	2	8	2.8
O=C1NN=C(c2ccc(Cl)cc2)CC1c1cccc(Cl)c1 (stereo unspecified)	-7	14	19	1	-4	-13	-6	0	0.3
O=C(c1cccc(S(=O)(=O)Nc2ccccc2Cl)c1)N1CCN(C(=O)c2ccco2)CC1	2	7	4	-3	2	-15	3	1	1.5
CCOC(=O)CCCNC(=O)c1cncc(O)c1	-1	17	3	6	-2	-7	5	1	0.6
CCC(NS(=O)(=O)c1ccc(C)cc1)C(=O)N1CCN(c2ccccn2)CC1 (stereo unspecified)	2	3	3	7	-2	11	-6	0	0.2
CC1CCCC(C)N1C(=O)Cn1c(=O)sc2ccccc21 (stereo unspecified)	0	0	-4	-9	1	9	-3	0	-0.4
COc1ccc(OC)c(NC(=O)Nc2nc(C(N)CCc3ccccc3)cs2)c1 (stereo unspecified)	5	19	2	3	3	-2	6	16	2.0
Cc1ccc(-c2cc(-c3n[nH]c(=S)o3)c3ccccc3n2)cc1	-1	9	1	-9	-6	-5	4	1	0.3
Cc1ccc(C(=O)CSc2cc(C)nc(SCC(=O)c3ccccc3)n2)cc1	-2	10	15	-9	-15	-2	-10	8	1.7
CC1=C(C(=O)Nc2ccc(C)cc2)C(c2ccc(C)o2)C2=C(CC(C)(C)CC2=O)N1 (stereo unspecified)	-4	22	-6	14	9	-18	-2	1	0.3
CCc1cccc(C)c1NC(=S)N(CCN(C)C)C(C)c1ccco1 (stereo unspecified)	-13	-16	13	7	-2	-12	3	1	0.6
CC1=C(C)/C(=N\OC(=O)/C=C/c2ccccc2)C=CC1=O	-3	-1	-6	-5	-4	1	12	0	0.2
Cc1ccc(NC(=O)C2=CCN(S(=O)(=O)c3ccc(F)cc3)CC2)cc1	-3	16	-7	-1	-2	-9	-3	6	1.7
O=C(CSc1ncccn1)NCC1CCCO1 (stereo unspecified)	-4	-4	4	-5	-5	1	-2	0	-0.2
CC(C)c1ccc(O)c(=O)cc1	1	3	5	0	0	-1	-3	1	-0.2

An excerpt of these results, with bars between the fields.
Compound | CHRM5 agonist | M1 PAM parental | CHRM5 antagonist | M4 antag | CHRM5 PAM | CHO-K1 Ca antag | CHRM4 PAM | CHRM4 agonist | CHO-K1 Ca ag
Cc1ccc(C(=O)N2CCN(c3ccccc3)CC2)cc1NC(=O)c1ccco1 | 0 | -5 | 6 | -6 | -5 | -1 | 2 | 8 | 2.8
O=C1NN=C(c2ccc(Cl)cc2)CC1c1cccc(Cl)c1 (stereo unspecified) | -7 | 14 | 19 | 1 | -4 | -13 | -6 | 0 | 0.3
O=C(c1cccc(S(=O)(=O)Nc2ccccc2Cl)c1)N1CCN(C(=O)c2ccco2)CC1 | 2 | 7 | 4 | -3 | 2 | -15 | 3 | 1 | 1.5
CCOC(=O)CCCNC(=O)c1cncc(O)c1 | -1 | 17 | 3 | 6 | -2 | -7 | 5 | 1 | 0.6
CCC(NS(=O)(=O)c1ccc(C)cc1)C(=O)N1CCN(c2ccccn2)CC1 (stereo unspecified) | 2 | 3 | 3 | 7 | -2 | 11 | -6 | 0 | 0.2
CC1CCCC(C)N1C(=O)Cn1c(=O)sc2ccccc21 (stereo unspecified) | 0 | 0 | -4 | -9 | 1 | 9 | -3 | 0 | -0.4
COc1ccc(OC)c(NC(=O)Nc2nc(C(N)CCc3ccccc3)cs2)c1 (stereo unspecified) | 5 | 19 | 2 | 3 | 3 | -2 | 6 | 16 | 2.0
Cc1ccc(-c2cc(-c3n[nH]c(=S)o3)c3ccccc3n2)cc1 | -1 | 9 | 1 | -9 | -6 | -5 | 4 | 1 | 0.3
Cc1ccc(C(=O)CSc2cc(C)nc(SCC(=O)c3ccccc3)n2)cc1 | -2 | 10 | 15 | -9 | -15 | -2 | -10 | 8 | 1.7
CC1=C(C(=O)Nc2ccc(C)cc2)C(c2ccc(C)o2)C2=C(CC(C)(C)CC2=O)N1 (stereo unspecified) | -4 | 22 | -6 | 14 | 9 | -18 | -2 | 1 | 0.3
CCc1cccc(C)c1NC(=S)N(CCN(C)C)C(C)c1ccco1 (stereo unspecified) | -13 | -16 | 13 | 7 | -2 | -12 | 3 | 1 | 0.6
CC1=C(C)/C(=N\OC(=O)/C=C/c2ccccc2)C=CC1=O | -3 | -1 | -6 | -5 | -4 | 1 | 12 | 0 | 0.2
Cc1ccc(NC(=O)C2=CCN(S(=O)(=O)c3ccc(F)cc3)CC2)cc1 | -3 | 16 | -7 | -1 | -2 | -9 | -3 | 6 | 1.7
O=C(CSc1ncccn1)NCC1CCCO1 (stereo unspecified) | -4 | -4 | 4 | -5 | -5 | 1 | -2 | 0 | -0.2
CC(C)c1ccc(O)c(=O)cc1 | 1 | 3 | 5 | 0 | 0 | -1 | -3 | 1 | -0.2

Bioassay records deposited in PubChem by The Scripps Research Institute Molecular Screening Center.
